SENP8 block: blocks the human protease SENP8; Q96LD8; purified SENP8, Z-RLRGG-aminoluciferin cleavage, luminescence; inhibition, % at 10 µM; 330,000 compounds, 1.2% hits; AID 2540
Target sequence (Q96LD8 whole entry, looked up): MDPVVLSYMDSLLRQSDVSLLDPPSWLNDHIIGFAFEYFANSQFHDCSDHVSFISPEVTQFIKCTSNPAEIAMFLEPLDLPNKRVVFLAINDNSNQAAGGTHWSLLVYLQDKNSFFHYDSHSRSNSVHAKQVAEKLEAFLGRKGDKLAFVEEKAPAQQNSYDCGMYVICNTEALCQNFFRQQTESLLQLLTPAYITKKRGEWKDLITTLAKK
HKDC1 inh: HKDC1 (human) hexokinase inhibition; Q2TB90; recombinant HKDC1, G6PDH/diaphorase resazurin coupled fluorescence; inhibition, % at 20 µM; 340,000 compounds, 0.16% hits;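 active means inhibition above about 35% when tested at 20 µM, limit read from the data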;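 further: plate controls were DMSO wells with enzyme for no effect and DMSO wells lacking enzyme for full effect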
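Assay system: in-house recombinant HK5 (HKDC1) enzyme. Input: HKDC1 at 5 µg/mL. Medium: Tris pH 8.0 buffer with MgCl2, Tween-20, BSA, BME. Dosing: single 20 µM dose. Schedule: 90 min reaction incubation at room temperature, dark. Signal: resazurin-to-resorufin fluorescence via G6PDH and diaphorase coupling, 525/613 nm. Controls: DMSO-enzyme wells negative, buffer-substituted wells positive.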
697 NFkB inh: inhibitors of the PMA/ionomycin-induced NF-kB reporter in 697 B cells; 697 B-cell NF-kB luciferase reporter, 16 h; AID 435022; inhibition, % at 4 µM; 330,000 compounds, 0.33% hits; in the data active means inhibition above about 35%
UBC13 polyUb: human UBC13 polyubiquitination inhibition | P61088 | UBC13 polyubiquitin chain formation, TR-FRET | inhibition, % at 20 µM | 330,000 compounds, 0.47% hits; in the data active means inhibition above about 45%, passing the limit was not always enough; inconclusive means no clear call, values can overlap the other calls
Target sequence (P61088 whole entry, looked up): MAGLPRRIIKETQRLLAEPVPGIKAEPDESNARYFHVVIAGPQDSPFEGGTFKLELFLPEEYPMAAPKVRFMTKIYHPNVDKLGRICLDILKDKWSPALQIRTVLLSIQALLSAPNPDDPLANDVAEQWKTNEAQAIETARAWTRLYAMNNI
Apaf1 inhib: human Apaf-1 inhibition. O14727. reconstituted apoptosome caspase-3 activity, DEVD-Rh110 fluorescence. inhibition, % at 20 µM. 330,000 compounds, 0.71% hits. AID 489030; active means inhibition of at least 40% at 20 µM;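 further: plate controls were DMSO wells for no effect and DEVD-CHO caspase inhibitor wells for full effect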
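Material: reconstituted apoptosome with Apaf-1, cytochrome c, caspase-9, procaspase-3, dATP. Technique: Rh110 fluorescence intensity. Buffer or medium: pH 7.5 Hepes buffer with CHAPS, BSA, DTT. Times: 30 min plus 50 min, RT.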
Jurkat NFkB inh: inhibitors of the PMA/ionomycin-induced NF-kB reporter in Jurkat cells; PMA/ionomycin-induced NF-kB luciferase reporter, luminescence; inhibition, % at 4 µM; 330,000 compounds, 0.53% hits
SENP7 inh: SENP7 protease inhibition | Q9BQF6 | 330,000 compounds, 1.5% hits | AID 434973 | inhibition, % at 5 µM | recombinant SENP7, Z-RLRGG-aminoluciferin luminescence, 40 min;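 active means inhibition above about 50% at the single test dose, limit read from the data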;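 further: plate controls were DMSO with enzyme for no effect and no enzyme buffer wells for full effect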
Target sequence (Q9BQF6 706-1050 limits assumed): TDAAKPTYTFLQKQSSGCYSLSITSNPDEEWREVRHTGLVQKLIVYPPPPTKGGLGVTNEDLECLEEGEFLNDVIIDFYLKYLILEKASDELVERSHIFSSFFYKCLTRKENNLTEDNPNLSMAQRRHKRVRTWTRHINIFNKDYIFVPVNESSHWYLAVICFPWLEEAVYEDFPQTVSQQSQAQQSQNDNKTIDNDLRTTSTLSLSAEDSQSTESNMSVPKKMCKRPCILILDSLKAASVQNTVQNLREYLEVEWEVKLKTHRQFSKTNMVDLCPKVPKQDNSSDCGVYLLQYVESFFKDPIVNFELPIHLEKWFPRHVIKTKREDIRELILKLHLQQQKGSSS
Gli-Sufu antag: blocks Gli-Sufu signaling in a luciferase reporter. Sufu-KO-LIGHT fibroblasts, Gli luciferase reporter luminescence. inhibition, % at 5 µM. 340,000 compounds, 0.74% hits;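 active means inhibition above about 55%, limit read from the data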;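 further: 0% = DMSO-treated cells and 100% = wells with medium but no cells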
The depositor's hits bear a star; ? = inconclusive; . = not tested or not shown. Unless noted, no stated cut-off is given here; in the data, active means inhibition above about 50%; inactive means the rest. Not a hit list. Share with any hit: about 3.6%.

canonical_smiles,SENP8 block,HKDC1 inh,697 NFkB inh,UBC13 polyUb,Apaf1 inhib,Jurkat NFkB inh,SENP7 inh,Gli-Sufu antag
CC(C)(C#CC(O)(c1ccccc1)c1ccccc1)N1CCCCC1,-5,-8,-8,6,1,-5,4,13
O=C(CN1C(=O)NC2(CCCC2)C1=O)OCCOc1ccc(Br)cc1,9,1,17,4,4,-4,-5,-2
O=C(COC(=O)c1ccc(F)cc1F)NCCNC(=O)COC(=O)c1ccc(F)cc1F,10,3,2,10,0,15,0,1
CN(C)CCOc1ncnc2c1oc1ccccc12,-6,-10,-2,-6,-1,-20,-10,4
O=C(O)c1cc([N+](=O)[O-])ccc1NCCCc1ccccc1,68*,8,4,-2,0,14,-1,-8
O=C(Cc1ccccc1Cl)Nc1cccnc1,6,2,26,-2,-22,2,3,-8
O=C(NC1CCCC1)c1ncn[nH]1,-18,-1,-11,-12,-6,5,-11,20
O=[N+]([O-])c1ccc(Nc2ccccc2F)nc1,-6,7,3,-15,7,8,-4,7
CN1CCN(CC(=O)Nc2cccc([N+](=O)[O-])c2)CC1,3,-8,4,3,-13,-6,-2,-7
COc1ccc(OCCOC(=O)CN2C(=O)NC3(CCCC3)C2=O)cc1,-10,2,10,1,6,1,-13,-9
Cc1ccccc1-n1nc(-c2ccc(N)cc2)cc1N,-5,-4,15,-1,6,-8,2,2
Cc1cccc(SC2CCN(Cc3nc(CC4CC4)no3)CC2)c1,4,0,-5,-3,12,-28,8,3
O=S(=O)(Cc1ccccc1Cl)CC(O)COc1ccccc1Cl (centres undefined),2,-2,-12,10,2,-7,-5,-3
CC1CN(C(=O)C(C)N2CCN(c3ccccc3Cl)CC2)CC(C)O1 (centres undefined),1,-5,7,5,-9,-2,5,-2
COc1cccc(CN2CCN(C3CCOCC3)CC2CCO)c1 (centres undefined),0,-2,12,-6,-8,-3,8,5
Cc1cc(C(=O)CC#N)c(C)n1CC(F)(F)F,8,-3,2,4,-3,6,-2,1
Nc1nnnn1/N=C/c1ccccc1OCc1ccccc1,2,0,-17,6,10,6,5,3
COc1cc(C=O)ccc1OCc1ccncc1,-4,-1,6,3,4,21,-5,-2
CC(C)C[C@@H](CO)N1CCN(C)CCC1=O,-16,-6,-2,?,-3,-4,4,3
COc1cc(OC)cc(C(=O)NCC(=O)Nc2ccc(OC)c(Cl)c2)c1,-1,6,8,1,9,3,-1,0

Some of these compounds in order of count of non-hydrogen atoms, smallest number first.
canonical_smiles,SENP8 block,HKDC1 inh,697 NFkB inh,UBC13 polyUb,Apaf1 inhib,Jurkat NFkB inh,SENP7 inh,Gli-Sufu antag
CN(C)CCOc1ncnc2c1oc1ccccc12,-6,-10,-2,-6,-1,-20,-10,4
CN1CCN(CC(=O)Nc2cccc([N+](=O)[O-])c2)CC1,3,-8,4,3,-13,-6,-2,-7
CC(C)(C#CC(O)(c1ccccc1)c1ccccc1)N1CCCCC1,-5,-8,-8,6,1,-5,4,13
COc1ccc(OCCOC(=O)CN2C(=O)NC3(CCCC3)C2=O)cc1,-10,2,10,1,6,1,-13,-9

Following part:
canonical_smiles,SENP8 block,HKDC1 inh,697 NFkB inh,UBC13 polyUb,Apaf1 inhib,Jurkat NFkB inh,SENP7 inh,Gli-Sufu antag
Clc1ccc(-n2ncc3c(NCc4cccnc4)ncnc32)cc1Cl,-16,0,-240,8,3,-63,43,12
COC(=O)[C@@H]1C[C@@]2(O)[C@@H](O)[C@@H](O)[C@@H](O)C[C@H]2N1Cc1ccc(Cl)cc1,1,-3,29,-2,-2,10,0,-3
COc1ccccc1C(=O)NNC(=O)c1cccc(Br)c1,10,-7,-77,-2,-2,-69,18,-45
CC1CCN(S(=O)(=O)c2ccc3ccccc3c2)CC1,-6,0,1,-23,22,-10,-9,10
COC(=O)N(NC(=O)C(O)(CCC(C)C)CCC(C)C)c1ccccc1,-8,-12,11,9,11,29,1,4
CCCN(CCC)CC(=O)N1CC(=O)Nc2ccccc21,3,-8,5,0,4,-1,1,-2
Cc1cccc(NC(=O)CSC(N)=O)c1C,2,-10,10,25,-2,5,-5,-60
O=C(NCc1ccccn1)C1CCN(Cc2cccc(OCc3ccccc3)c2)CC1,-5,-5,11,9,0,15,-5,20
CCc1cccc(C)c1NC(=O)C1CCCO1 (centres undefined),-1,-14,11,20,-3,19,2,14
CCCCc1ccc(NC(=S)NCC2CCCO2)cc1 (centres undefined),-2,9,-19,2,1,-3,-2,6
Cc1cccc(NC(=O)C2(c3ccccc3)CC2(Cl)Cl)c1 (centres undefined),0,0,1,0,14,-7,-13,-3
O=c1c2ccccc2oc2c1oc1ccccc12,.,-3,-52,.,13,.,46,-78
OC(CN1CCN(Cc2ccccc2)CC1)c1ccc(Br)cc1 (centres undefined),-11,0,-32,-1,-7,-16,-6,10
CCN(CC(=O)Nc1ccccc1OC)C(=O)CN1C(=O)NC(C)(c2ccc(C)cc2)C1=O (centres undefined),9,1,14,7,1,-6,13,3
Cc1onc(-c2ccccc2)c1C(=O)N1CCOCC1,-5,-6,9,4,-8,14,-1,7
CCOc1ccc(C2NCCc3cc(OC)c(OC)cc32)cc1OC (centres undefined),11,1,9,3,-2,-7,-1,8
COc1cccc(CNS(=O)(=O)/C=C/c2ccc(OC)c(OC)c2)c1,6,-8,13,5,-1,9,0,4
O=C(CCn1ccc2cc(S(=O)(=O)N3CCCC3)ccc21)NCc1ccccc1F,-3,-5,-52,-7,0,-8,15,-3
CN1CCN(c2ccc(S(=O)(=O)N3CCCCC3)cc2NC(=O)COc2cccc(Cl)c2)CC1,-14,4,-5,4,19,-30,13,28
COC(=O)c1ccc(/C=N/NC(=O)C2CC(=O)N(c3ccc(F)cc3)C2)cc1 (centres undefined),8,-5,12,2,7,4,9,2

Six entries already listed, sorted by the number in 697 NFkB inh, smallest number first.
SMILES	697 NFkB inh
CCCCc1ccc(NC(=S)NCC2CCCO2)cc1 (centres undefined)	-19
Cc1cccc(NC(=O)C2(c3ccccc3)CC2(Cl)Cl)c1 (centres undefined)	1
O=C(O)c1cc([N+](=O)[O-])ccc1NCCCc1ccccc1	4
COc1cc(C=O)ccc1OCc1ccncc1	6
COC(=O)c1ccc(/C=N/NC(=O)C2CC(=O)N(c3ccc(F)cc3)C2)cc1 (centres undefined)	12
Cc1ccccc1-n1nc(-c2ccc(N)cc2)cc1N	15

Following part
canonical_smiles,SENP8 block,HKDC1 inh,697 NFkB inh,UBC13 polyUb,Apaf1 inhib,Jurkat NFkB inh,SENP7 inh,Gli-Sufu antag
Cn1c(CNC(=O)c2ccccc2F)nnc1SCC(=O)Nc1nnc(C2CC2)s1,0,-5,3,4,2,3,3,26
CCOC(=O)Nc1ccc2c(c1)N(C(=O)N(C)C)c1ccccc1CC2,-9,-2,12,?,6,0,7,-2
COc1ccc(N2C(=O)C3CCCN3C2c2ccccc2OC)cc1 (centres undefined),-2,-1,13,7,-3,9,-3,-5
CC(C)NC(=O)/C=C/C(=O)O,-3,-12,17,10,-10,17,0,-4
O=C(CCc1nc(-c2ccccc2)no1)NCc1cccnc1,1,-10,17,13,-11,7,0,-8
Cn1ccsc1=NC(=O)c1cccc(OC(F)F)c1,20,-4,-104,5,4,-114,23,-36
CCOC(=O)C1=C(C)c2ccccc2OC1(C(=O)OCC)C(C)C (centres undefined),.,0,-1,.,31,.,-11,26
COc1ccc(CNC(=O)c2ccc(NC(=O)C3=CSCCO3)cc2)cc1,1,2,-4,-11,4,-12,4,-49
CCN1CCCC1CNC(=S)Nc1ccc(C(C)=O)cc1 (centres undefined),-7,-8,-11,16,8,-11,4,15
CCOCCCNCc1cn(-c2ccc(F)cc2F)nc1-c1ccccc1C,2,-6,6,5,5,0,1,5
CCCN(CCC)CCCn1c(=O)[nH]c2ccccc21,3,3,12,5,-5,9,4,15
COc1ccccc1/C=C/C1(C(=O)NC2CCCC2)CC(=O)N1c1ccccc1 (centres undefined),2,-6,11,13,-4,32,-4,-9
COCc1cc(C)nc(Nc2ccccc2OC)c1C#N,-3,-5,16,14,2,5,2,-13
O=C(NC(Cc1ccccc1)C(=O)O)/C(=C/c1ccc([N+](=O)[O-])cc1)NC(=O)c1ccccc1 (centres undefined),0,7,7,-10,2,3,7,-5
CCCn1nc(CC(=O)OCC)c2ccccc2c1=O,6,-5,11,4,-6,-3,13,-16
O=C(NC12CC3CC(CC(C3)C1)C2)N1CC2Cc3cccc(=O)n3C(C2)C1 (centres undefined),-2,2,-23,-9,0,-13,-5,-69
CCCN(CCC)C(=O)Cn1c(=O)n(CCCC(=O)NCc2ccco2)c(=O)c2sccc21,0,0,1,4,-8,-7,-1,9
CCN(CC(=O)NCc1cccs1)C(=O)c1cccc(S(=O)(=O)N2CCc3ccccc32)c1,2,-4,13,7,-10,2,-4,-9
CCOC(=O)CN1N=C(/C=C/c2ccc(OCC)cc2)CCC1=O,-1,-2,-1,-8,-8,11,0,-5
CC(NC(=O)Cc1cccs1)c1ccncc1 (centres undefined),1,-6,9,4,-7,15,5,-1

Next part (2 carried over from the part before).
canonical_smiles,SENP8 block,HKDC1 inh,697 NFkB inh,UBC13 polyUb,Apaf1 inhib,Jurkat NFkB inh,SENP7 inh,Gli-Sufu antag
CCOC(=O)CN1N=C(/C=C/c2ccc(OCC)cc2)CCC1=O,-1,-2,-1,-8,-8,11,0,-5
CC(NC(=O)Cc1cccs1)c1ccncc1 (centres undefined),1,-6,9,4,-7,15,5,-1
COCCNc1nnc(SCC(=O)NNC(=O)c2ccc([N+](=O)[O-])cc2)s1,-3,-5,4,-5,0,-1,-8,15
O=C(C1=C[C@@H](C2CCCCC2)C[C@@H](OCc2ccc(CO)cc2)O1)N1CCOCC1,-1,-1,11,12,0,12,-8,7
COc1nnc(-c2ccc(C)c(S(=O)(=O)N(C)C)c2)c2ccccc12,-4,-2,-11,-2,4,-12,9,3
O=C(Nc1ccccc1Oc1ccsc1C(=O)O)c1ccccc1F,0,-6,9,-1,3,-11,-4,-4
O=C(Nc1ccccc1)N1CCn2c1nc1ccccc12,-12,-1,11,4,12,-13,-9,8
CCOC(=O)Cc1c(C)nc(SC)[nH]c1=O,4,13,1,10,-2,2,7,2
CC1CCCCC12NC(=O)N(CC(=O)Nc1ccc(Cl)c(S(=O)(=O)N3CCOCC3)c1)C2=O (centres undefined),-6,-4,-2,3,-5,15,0,11
COC(=O)NNC(=O)c1ccccc1OC,4,-7,4,5,-24,13,-4,-15
COc1ccc(OCc2nnc(SCC(=O)N3CCCC3)o2)cc1,-9,-4,-6,-8,8,-17,-4,12
COc1ccc(N2CCN(C(=O)CNC(=O)c3ccc4ccccc4c3)CC2)cc1,-3,-5,12,-1,1,12,1,3
CCN(CC(=O)Nc1ccccc1OC)C(=O)/C=C/c1cccs1,1,-3,-7,-3,6,-13,0,-5
O=S(=O)(c1ccc(NCCCO)nc1)N1CCOCC1,0,-3,7,6,-9,3,4,-7
CC/C(C)=N\NC(=O)CNC(=O)c1ccc(Cl)cc1Cl,-2,17,15,-2,3,-9,2,-9
COC(=NC(C)C)NC(C)C,-9,-5,-6,-8,0,-26,-2,-9
O=C(Nc1ccccc1C(F)(F)F)c1ncn[nH]1,-1,-3,12,3,-12,-3,-2,-4
COc1cc(NC(=O)COc2cccc(OC)c2)cc(OC)c1,-2,0,24,3,-11,-18,2,-7
CN(C)c1ccc(CNC(=O)CCNS(=O)(=O)c2cc(Br)cnc2N)cc1,1,-2,9,6,2,-1,0,-11
O=C(C1CC(=O)N(C2CCCC2)C1)N1CCN(c2cccc(C(F)(F)F)c2)CC1 (centres undefined),9,-3,-22,-6,4,-7,-6,17
Cc1cccc(N2C(=O)CC(N3CCN(c4ccccc4)CC3)C2=O)c1 (centres undefined),7,-2,-10,2,-22,7,1,-16

Assay outcomes (PubChem)
